Assay outcomes: PubChem, The Scripps Research Institute Molecular Screening Center
LYPLA2 counter: counter-screen for PME1 inhibitors: inhibitors of human LYPLA2; O95372; recombinant LYPLA2, FP-Rh probe fluorescence polarization; inhibition, % at 5.9 µM; 320,000 tested, 0.38% active;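 active = inhibition above the screen-wide mean plus 3 SD, limit set per campaign, cut at about 26% in these data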;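 note: 0% = LYPLA2 with DMSO and 100% = wells lacking LYPLA2 enzyme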
ZTA counter: ZTA (EBV) inhibition in EBNA-1 counter-screen; P03206; ZTA-DNA binding, fluorescence polarization; inhibition, % at 11 µM; 320,000 tested, 0.15% active; AID 2234; in the data active = inhibition above about 33%
PAFAH2 FP inh: PAFAH2 (human) inhibition | Q99487 | recombinant PAFAH2, FP-rhodamine activity probe, fluorescence polarization | inhibition, % at 3.39 µM | 340,000 tested, 0.99% active | AID 492956;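 active = inhibition above the mean over all tested compounds plus 3 SD, cut at about 30% in these data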;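 note: inhibitors block probe labeling of enzyme so polarization drops; 0% = enzyme with DMSO and 100% = wells lacking PAFAH2 protein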
EBNA-1 inh: blocks EBNA-1 binding to DNA; EBNA-1 DNA binding, fluorescence polarization; inhibition, % at 14.8 µM; 300,000 tested, 0.34% active; AID 1950; in the data active = inhibition above about 28%
pPAFAH inh: pPAFAH (human) enzyme inhibition. 330,000 tested, 1.5% active. recombinant pPAFAH, FP-rhodamine probe fluorescence polarization. inhibition, % at 3.39 µM. AID 463082. Q13093;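 active = inhibition above the mean inhibition across the screen plus 3 SD, cut at about 25% in these data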;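 note: inhibitors block binding of the rhodamine activity-based probe so polarization drops; 0% = enzyme with DMSO and 100% = wells lacking pPAFAH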
PAFAH1B3 FP inh: PAFAH1B3 (human) inhibition; recombinant PAFAH1B3, FP-rhodamine probe, fluorescence polarization; inhibition, % at 3.39 µM; 340,000 tested, 0.28% active;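 active = inhibition above the screen-wide average of all tested compounds plus 3 SD, cut at about 25% in these data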;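 note: 0% = enzyme with DMSO only and 100% = wells lacking PAFAH1B3 protein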
LYPLA1 inh: counter-screen for PME1 inhibitors: inhibitors of human LYPLA1. O75608. recombinant LYPLA1, FP-Rh probe fluorescence polarization. inhibition, % at 5.9 µM. 320,000 tested, 0.16% active. AID 2174;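 active = inhibition above the mean of all tested compounds plus 3 SD, set per campaign, cut at about 14% in these data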;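 note: inhibitors block serine hydrolase probe labeling of LYPLA1 so polarization falls; 0% = enzyme with DMSO and 100% = wells lacking LYPLA1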
PAFAH1B2 FP inh: inhibitors of human PAFAH1B2. recombinant PAFAH1B2, FP-rhodamine activity probe, fluorescence polarization. P68402. 340,000 tested, 1.2% active. inhibition, % at 3.39 µM;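 active = inhibition above the mean of all tested compounds plus 3 SD, cut at about 24% in these data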;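 note: 0% = enzyme with DMSO and 100% = wells lacking PAFAH1B2; many of its hits are not listed in these tables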
Target sequence (P68402 whole entry, looked up): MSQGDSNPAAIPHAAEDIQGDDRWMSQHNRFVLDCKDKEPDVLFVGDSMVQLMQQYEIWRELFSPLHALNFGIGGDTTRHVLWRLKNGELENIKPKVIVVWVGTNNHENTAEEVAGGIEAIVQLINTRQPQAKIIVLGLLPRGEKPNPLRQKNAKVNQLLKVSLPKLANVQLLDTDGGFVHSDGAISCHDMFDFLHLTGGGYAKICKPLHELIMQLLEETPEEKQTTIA
PREPL inhibitor: inhibitors of human prolyl oligopeptidase-like enzyme PREPL; Q4J6C6; recombinant PREPL, fluorescence polarization activity-based probe; inhibition, % at 5.96 µM; 320,000 tested, 0.68% active; AID 2751; in the data active = inhibition above about 43%;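 note: 0% = enzyme with DMSO and 100% = wells lacking enzyme; many of its hits are not listed in these tables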
Target sequence (Q4J6C6 whole entry, looked up): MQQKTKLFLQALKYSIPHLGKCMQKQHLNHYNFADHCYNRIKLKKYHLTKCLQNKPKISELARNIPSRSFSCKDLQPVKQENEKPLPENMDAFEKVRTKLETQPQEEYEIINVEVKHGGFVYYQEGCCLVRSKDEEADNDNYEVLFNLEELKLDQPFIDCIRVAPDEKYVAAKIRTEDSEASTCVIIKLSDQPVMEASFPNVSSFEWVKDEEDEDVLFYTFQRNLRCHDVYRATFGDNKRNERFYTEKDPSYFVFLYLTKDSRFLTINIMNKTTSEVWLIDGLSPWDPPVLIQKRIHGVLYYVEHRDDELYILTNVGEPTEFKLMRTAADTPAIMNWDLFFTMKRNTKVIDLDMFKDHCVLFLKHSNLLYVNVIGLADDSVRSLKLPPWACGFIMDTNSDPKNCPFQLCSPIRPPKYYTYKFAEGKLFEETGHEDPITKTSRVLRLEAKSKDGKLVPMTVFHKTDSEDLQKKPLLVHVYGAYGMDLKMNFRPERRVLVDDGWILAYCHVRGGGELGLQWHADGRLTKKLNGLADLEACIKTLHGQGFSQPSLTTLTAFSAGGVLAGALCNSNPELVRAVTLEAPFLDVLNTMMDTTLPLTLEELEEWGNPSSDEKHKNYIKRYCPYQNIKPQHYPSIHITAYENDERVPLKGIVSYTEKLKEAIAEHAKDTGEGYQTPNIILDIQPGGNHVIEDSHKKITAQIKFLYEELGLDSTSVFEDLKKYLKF
Starred values were filed as active, the others as inactive; / = no result given.

SMILES	LYPLA2 counter	ZTA counter	PAFAH2 FP inh	EBNA-1 inh	pPAFAH inh	PAFAH1B3 FP inh	LYPLA1 inh	PAFAH1B2 FP inh	PREPL inhibitor
CCCP(=O)(CC(=O)N(CC)CC)c1ccccc1 (centres undefined)	-0.5	-5.3	-2.0	3.6	4.0	2.0	-1.7	3.5	4.8
Cc1cc(Br)c(NC(=O)COC(=O)C2CCCCC2)c(Br)c1	/	/	33.2*	/	7.2	-3.1	/	-0.5	14.3
CCSc1nnc(-c2cccc(S(=O)(=O)N(CC)CC)c2)n1Cc1ccccc1	2.6	9.9	-2.0	7.4	5.8	4.1	-0.7	-3.1	5.1
CC1Oc2ccccc2C=C1/C=N/NC(=O)c1ccncc1 (centres undefined)	-5.0	13.7	6.2	-10.4	2.1	7.2	-0.9	-2.1	1.1
COc1ccc(/C=C(\NC(=O)c2ccc(C)cc2)C(=O)NCC2CCCO2)cc1 (centres undefined)	-3.4	-30.1	8.2	-13.7	5.5	0.2	0.2	-1.1	-5.2
Cc1ccccc1C(=O)Nc1nnc(S(=O)(=O)N(C)Cc2ccco2)s1	6.6	2.5	2.3	-4.6	6.7	1.7	1.5	5.9	5.9
O=C(c1cccnc1)N1CCN(S(=O)(=O)c2ccc(F)cc2)CC1	3.1	-8.3	6.3	-2.9	2.0	7.9	2.0	7.0	1.6
Cc1ccc(N2CC(C(=O)NCc3ccc(C)n3C)CC2=O)cc1 (centres undefined)	0.1	-2.7	1.9	-12.4	-3.5	2.3	-1.9	-2.2	15.2
C=CCNc1oc(-c2ccc(OCC)cc2)nc1C#N	-1.6	0.0	1.9	5.9	4.7	3.7	-1.6	3.7	3.1
CCN(C(=O)CSc1nnnn1-c1ccc(Cl)cc1)C1CCS(=O)(=O)C1 (centres undefined)	/	/	-3.0	/	-1.6	1.8	/	7.4	6.8
N#CCc1nn(-c2ccccc2)c(N)c1C#N	3.4	9.1	2.2	-1.5	-0.2	-3.0	2.1	2.4	6.1
Cc1nn(-c2ccccc2)c(Cl)c1CN(C(=O)CCl)c1cccc2ccccc12	-0.9	-7.9	7.5	-4.2	-0.6	-5.9	1.8	5.0	1.2
CCc1noc(N)c1C(=O)Nc1ccc(F)c(Cl)c1	-0.5	-4.3	2.5	-1.8	1.4	4.6	0.5	3.4	-10.3
CCCCn1c(=N)n(CC(=O)c2ccc(OC)cc2)c2ccccc21	11.3	1.9	/	-15.7	-4.2	/	2.9	/	7.4
Clc1ccc(/C=N\Nc2ccccc2)cc1	-1.1	7.0	1.3	-0.2	-0.3	2.1	0.0	5.0	0.6
CCN(CC)S(=O)(=O)c1ccc(N2CCOCC2)c(NC(=O)CC(C)(C)C)c1	-3.2	-1.6	1.9	5.3	1.3	5.8	3.2	-0.4	7.2
Cc1nc2sc(C#N)c(N)c2c2c1CCCC2	-0.8	-5.4	1.9	-11.4	-6.0	-0.3	2.0	-2.7	8.6
CN(C(=O)COc1ccccc1C(=O)NCCc1ccccc1)c1ccccc1	5.0	-0.9	4.1	-9.6	-0.9	4.1	-2.2	7.7	2.3
CCOC(=O)c1cc(NC(=O)c2cnccn2)cc(C(=O)OCC)c1	0.1	-6.6	5.9	1.7	-1.5	12.4	-2.7	4.9	-2.6
C[C@H]1NS(=O)(=O)c2ccc(Br)cc2O[C@H]1c1ccccc1	/	/	-1.9	/	7.2	3.8	/	-3.7	/
BrC(=C\c1ccccc1)/C=N/Nc1nc2ccccc2[nH]1	-5.5	-7.7	2.4	-1.6	13.2	5.9	-5.3	2.5	15.3
O=S(=O)(c1ccc2ccccc2c1)N1CCN(C(=S)Nc2ccccc2F)CC1	-14.6	23.7	0.5	3.6	2.7	8.9	-3.9	8.9	-7.6
COc1cc2c(cc1OC)C1(Nc3c-2c(Cc2ccccc2)nn3-c2ccccc2)C(=O)Nc2ccccc21 (centres undefined)	-13.4	3.3	-8.8	-6.3	0.2	2.7	-8.2	-0.9	7.6
Cc1ccc(S(=O)(=O)N2CCCCC2)cc1NC(=O)[C@@H]1CCCN1C(=O)c1cccs1	-6.5	12.4	4.5	/	5.0	13.3	1.5	7.2	6.1
COc1ccc(S(=O)(=O)N2CCC[C@H]2C(=O)NC2=NCCS2)cc1	-7.0	-6.8	-9.3	-13.1	-9.1	0.0	-5.9	-1.5	-11.8
Cc1ccc(S(=O)(=O)N2CCC(C(=O)OCC(=O)N(C)c3ccccc3)CC2)cc1C	-1.3	-4.1	5.0	0.7	5.9	4.8	1.5	1.2	7.7
Cc1ccc(C)c2[nH]c(=O)c(C(c3nnnn3CCc3ccccc3)N3CCOCC3)cc12 (centres undefined)	-3.3	4.9	-0.6	-17.7	-7.7	6.1	-3.1	10.0	11.3
COc1ccc(NC(=O)c2ccccc2NC(=O)c2ccccc2C(=O)O)c(OC)c1	-2.7	8.8	5.6	11.2	8.6	5.2	1.2	2.0	-0.3
CC1Oc2ccccc2N(CC(=O)c2ccc(F)cc2)C1=O (centres undefined)	4.2	0.7	4.9	-2.0	-0.4	4.9	0.1	4.8	-8.3
Cc1ccccc1CNC(=O)Cn1cnc(S(=O)(=O)N2CCCC2)c1	3.9	-36.6	0.3	-7.6	0.1	11.6	4.5	2.9	9.4
NC(=O)c1ccccc1N(Cc1ccccc1)S(=O)(=O)c1ccccc1	2.7	-7.3	-4.6	-8.1	-6.3	-4.3	-0.2	4.9	5.7
Cc1ccsc1/C=C1/SC(N2CCOCC2)=NC1=O	1.1	0.6	/	-7.6	-0.7	/	-0.3	/	16.0
O=C(NCc1ccccn1)C(=O)NCC1OCCN1S(=O)(=O)c1ccc([N+](=O)[O-])cc1 (centres undefined)	1.8	-14.1	0.2	8.5	0.2	-1.9	-2.2	-5.1	11.1
O=c1[nH]ncc(NCCc2ccccc2)c1Cl	-0.4	3.9	13.4	5.1	2.3	4.1	3.0	5.5	1.2
C/C(=N/NC(=O)CNC(=O)c1cccs1)c1ccc(Cl)cc1	8.6	-1.8	-5.1	-13.1	3.5	0.9	-0.3	9.3	6.6
Cc1cc(O)cc2c1C(=O)/C(=C/c1ccco1)O2	2.2	-0.3	3.6	2.2	8.6	8.5	-0.6	4.4	6.5

Record cards (already shown). Order of screens: LYPLA2 counter | ZTA counter | PAFAH2 FP inh | EBNA-1 inh | pPAFAH inh | PAFAH1B3 FP inh | LYPLA1 inh | PAFAH1B2 FP inh | PREPL inhibitor
Cc1ccc(S(=O)(=O)N2CCC(C(=O)OCC(=O)N(C)c3ccccc3)CC2)cc1C in the list: -1.3 | -4.1 | 5.0 | 0.7 | 5.9 | 4.8 | 1.5 | 1.2 | 7.7
Cc1cc(O)cc2c1C(=O)/C(=C/c1ccco1)O2 in the list: 2.2 | -0.3 | 3.6 | 2.2 | 8.6 | 8.5 | -0.6 | 4.4 | 6.5

Continued.
SMILES	LYPLA2 counter	ZTA counter	PAFAH2 FP inh	EBNA-1 inh	pPAFAH inh	PAFAH1B3 FP inh	LYPLA1 inh	PAFAH1B2 FP inh	PREPL inhibitor
O=C(Nc1ccc(Cl)cn1)c1cccc(F)c1	-2.0	6.2	-3.8	1.3	-1.1	3.8	0.7	7.1	2.4
CCOC(=O)/C=C1\CN(CCC(C)C)S(=O)(=O)c2ccccc21	1.7	-2.5	-5.7	10.5	2.6	16.0	0.6	2.7	13.9
Cc1cccc2cc(CN(CC3CCCO3)S(=O)(=O)c3ccccc3)c(=O)[nH]c12 (centres undefined)	4.8	18.0	1.7	2.2	4.6	0.1	-1.2	0.7	-0.8
Cc1ccc(C(=O)N/N=C\c2ccc([N+](=O)[O-])s2)cn1	5.4	-5.4	4.0	11.8	5.1	12.9	4.5	-3.5	19.7
COc1ccc2[nH]c(C(=O)O)c(CCN3C(=O)c4ccc(C(=O)O)cc4C3=O)c2c1	-1.6	3.9	-5.0	10.8	4.1	-0.5	-0.7	-3.5	3.6
O=C(Nc1nc(-c2ccc3c(c2)OCCO3)cs1)c1ccco1	-8.6	-0.5	0.1	5.6	3.6	8.0	-3.7	1.8	-1.1
O=C1CCC(/C=C/c2ccccc2)=NN1Cc1ccc(Cl)c(Cl)c1	-6.8	-7.5	-2.6	-3.5	-2.8	0.7	-7.7	-1.8	-78.3
COc1cccc(C2C(C(=O)c3ccco3)=C(O)C(=O)N2CCN(C)C)c1OC (centres undefined)	-7.7	-8.5	-1.7	-10.9	-2.2	6.8	-2.1	-4.9	0.0
CCOc1ccc(N=Nc2c(C)[nH]n(-c3ccccc3)c2=O)cc1	-2.3	-8.8	2.1	-10.3	3.8	9.3	-0.1	8.6	-7.4
CC(Sc1ccc([N+](=O)[O-])cn1)C(=O)Nc1nccs1 (centres undefined)	6.2	1.4	-0.1	2.2	2.9	2.2	7.1	8.2	3.7
COc1cc(/C=N/NC(=O)c2ccc(CSc3nc4ccccc4[nH]3)cc2)ccc1O	-27.4	-0.2	/	-12.6	1.2	/	-30.7	/	30.9
CCCC(C)NS(=O)(=O)c1ccc(OC)c(C)c1 (centres undefined)	2.6	-11.7	-9.1	-5.6	0.7	-3.9	2.8	3.8	-3.0
COc1c2ccoc2c(OC)c2oc(=O)ccc12	2.7	1.0	1.9	-8.2	5.5	-6.0	-1.1	1.7	-1.1
O=C(Nc1ccc2c(c1)OCO2)C1CCN(S(=O)(=O)c2cccs2)CC1	10.5	2.0	4.2	7.7	5.7	18.1	1.4	7.4	18.8
CCN(CC)S(=O)(=O)c1ccc2[nH]c(=O)cc(C(=O)NCC3CCCO3)c2c1 (centres undefined)	0.8	2.6	13.7	4.4	9.3	6.3	1.4	5.2	0.7
CC/C(=N\Nc1ccc([N+](=O)[O-])cc1[N+](=O)[O-])c1ccc(O)cc1	-1.6	-0.7	-3.9	2.4	1.5	7.8	-0.5	-0.6	3.3
Cc1ccc(-n2ncc(Cl)c2C(=O)NC2CC2)cc1	-5.3	8.6	3.5	-11.8	-8.2	8.6	-1.0	9.3	-4.1
COCC(C)n1c(SCC(=O)N2CC(=O)Nc3ccccc32)nc2ccccc2c1=O (centres undefined)	-0.9	-5.9	9.6	/	3.4	9.2	0.1	4.9	-8.3
COC(=O)c1ccc2c(c1)C(=O)N(C1CCCCC1)C2=O	6.8	-3.2	-0.1	3.1	1.1	-8.5	1.5	-0.6	-3.9
Fc1ccccc1NC(=S)NCc1ccc(Cl)cc1	-0.6	8.9	-13.7	0.6	-2.7	5.3	1.1	6.3	0.6
O=C(Nc1ccccc1)c1cc([N+](=O)[O-])ccc1Cl	1.0	-7.0	1.1	-9.7	3.7	-0.5	0.2	-0.6	-6.4
COCCOC(=O)N/C=C\c1nc2ccccc2c(=O)[nH]1	2.9	8.6	-2.2	4.4	6.7	11.3	0.8	-3.8	1.8
CN1C(=O)c2oc3ccccc3c(=O)c2C1c1cccnc1 (centres undefined)	4.2	-5.6	1.2	5.1	3.2	1.2	2.2	-0.8	-7.3
CCCC(=O)c1cc(F)c(N2CCN(CCC#N)CC2)cc1C	6.0	-3.1	-5.2	-4.7	5.3	5.1	1.0	4.1	9.7
O=C(C[C@H]1C[C@H](C(=O)N2CCOCC2)[C@@]2(CCC3CCCC3)c3[nH]c4ccc(Cl)cc4c3CCN2C1=O)NCCN1CCOCC1	/	/	-10.7	/	-7.9	5.0	/	3.9	/
Cc1ccccc1OCC(O)CNC1CCC(NCC(O)COc2ccccc2C)CC1 (centres undefined)	4.9	-2.8	1.1	-10.6	-1.8	11.6	-1.2	-2.3	26.7
Cc1c(C)c2ccc(OC(C)C(=O)N3CC[C@@]4(O)CCCC[C@H]4C3)cc2oc1=O (some centres undefined)	1.1	12.9	3.9	4.0	0.1	5.5	-1.7	1.6	3.4
O=C1c2nc3cc(-c4ccco4)[nH]n3c(=O)c2CN1C1CCCCC1	-1.6	-12.7	/	-11.7	9.1	/	-1.0	/	7.2

These rows are one share of the data; count on the stated rates, not on these rows.
